# HMGR II inh = E. faecalis class II HMG-CoA reductase inhibition; purified E. faecalis HMGR, NADPH absorbance 340 nm kinetic; inhibition, % at 10 µM; 0.41% of 190,000 active;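 active = inhibition above a set limit, the median over all tested compounds plus 3 SD, cut at about 9.5% in these data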;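 note: enzyme runs in reverse so mevalonate oxidation gives rising NADPH absorbance; 0% = complete reaction with DMSO and 100% = background rate lacking mevalonate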
# Redox H2O2 prof = compounds producing H2O2 with reducing agent – biochemical, NIH compound library profiling, artefact control for MLSCN library redox annotation, primary screen; DTT-dependent redox cycling H2O2, phenol red/HRP absorbance; 100% = 100 µM peroxide control, 0% = buffer; activation, % at 10 µM; 0.03% of 200,000 active;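 active = activation of at least 50% relative to the plate's high and low controls in the primary single-dose screen; inactive = activation below 50%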;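 note: compound incubated with DTT at 0.8 mM final as the reducing agent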
# PPARg SRC1 recr = promotes SRC-1 coactivator recruitment by human PPARgamma; AID 631; P37231; PPARgamma-SRC-1 coactivator recruitment biochemical assay; 0.41% of 200,000 active; activation, % at 8 µM; in the data active = activation above about 19%;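 note: 0% = DMSO and 100% = reference agonist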
# Lmaj promast = inhibitors of Leishmania major promastigote growth; Leishmania major promastigotes, resazurin fluorescence viability; inhibition, % at 10 µM; 9% of 200,000 active; in the data active = inhibition above about 50%;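 note: promastigotes grown with compound for 44 hours at 28 °C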
# ROMK mod = modulators of human ROMK potassium channel | P48048 | AID 1918 | B-score at 10 µM | Tet-inducible ROMK, thallium flux fluorescence; actives lie on both sides | 2% of 130,000 active;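 active = signal ratio slope over the read window, or its plate-corrected B-score, at least 3 SD from the plate mean, either direction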;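 note: B-score of the F/F0 ratio slope over 7 to 12 s after thallium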
# Target sequence (P48048 whole entry, looked up): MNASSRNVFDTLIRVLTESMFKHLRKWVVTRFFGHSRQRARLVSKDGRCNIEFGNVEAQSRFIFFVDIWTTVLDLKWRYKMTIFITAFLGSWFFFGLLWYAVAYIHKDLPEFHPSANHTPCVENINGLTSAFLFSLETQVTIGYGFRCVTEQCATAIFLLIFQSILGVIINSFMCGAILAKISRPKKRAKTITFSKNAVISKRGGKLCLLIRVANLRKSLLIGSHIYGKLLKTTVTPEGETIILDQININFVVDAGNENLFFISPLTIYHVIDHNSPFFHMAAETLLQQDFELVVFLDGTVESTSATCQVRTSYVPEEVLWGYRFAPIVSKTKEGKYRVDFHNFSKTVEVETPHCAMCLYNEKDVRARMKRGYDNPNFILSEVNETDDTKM
# S1P3 antagonist = antagonists of human S1P3 receptor | CHO S1P3 NFAT-BLA reporter, FRET fluorescence, antagonist mode | inhibition, % at 4.98 µM | 0.27% of 170,000 active | AID 485;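 active = inhibition above the plate cutoff, the mean inhibition of test wells on that plate plus 3 SD, cut at about 28% in these data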;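 note: cells challenged with S1P at its EC80 of 0.8 µM; blue over green emission ratio from cleaved BLA substrate after 4 h stimulation; 0% = S1P-stimulated wells and 100% = unstimulated DMSO-only wells; some compounds past the cut are filed as inactive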
# Target sequence (Q99500 whole entry, looked up): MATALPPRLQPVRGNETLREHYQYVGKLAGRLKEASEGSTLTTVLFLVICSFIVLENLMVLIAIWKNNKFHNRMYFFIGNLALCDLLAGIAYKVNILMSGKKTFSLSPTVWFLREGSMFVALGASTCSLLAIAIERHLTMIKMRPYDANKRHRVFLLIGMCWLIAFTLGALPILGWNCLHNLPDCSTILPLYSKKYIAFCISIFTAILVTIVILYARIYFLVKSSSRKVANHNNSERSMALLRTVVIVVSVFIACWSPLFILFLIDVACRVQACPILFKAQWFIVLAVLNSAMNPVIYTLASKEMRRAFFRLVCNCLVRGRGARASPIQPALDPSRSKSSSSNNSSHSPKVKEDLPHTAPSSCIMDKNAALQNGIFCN
# bIAP inh = blocks bovine intestinal alkaline phosphatase activity; purified bovine IAP, CDP-star luminescence, 30 min; inhibition, % at 20 µM; 190,000 tested, under 10 active; AID 1019;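 active = over 50% inhibition of intestinal alkaline phosphatase at 20 µM in the single-dose screen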
#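 test system = bovine IAP enzyme | medium = DEA buffer 100 mM, pH 9.8, with MgCl2 1.0 mM, ZnCl2 0.02 mM | detection = luminescence | dosing = single compound dose of 20 µM, 2% DMSO final | incubation = 30 min reaction at room temperature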
# PPARg SRC-2 ag = agonists of SRC-2 recruitment by human PPARgamma; P37231; PPARgamma LBD-SRC-2 recruitment, biochemical; activation, % at 8 µM; 0.34% of 200,000 active; AID 1032; in the data active = activation above about 22%;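 note: 0% = vehicle and 100% = reference agonist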
# RAM inhibit = inhibitors of the yeast RAM network. S. cerevisiae dse1pr::URA3 reporter, 5-FOA growth OD615, 2 d; analog-sensitive cbk1-as2 kinase mutant strain. inhibition, % at 50 µM. 1.8% of 190,000 active;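 active = inhibition above a set limit, 3 SD over mean compound inhibition, cut at about 8.4% in these data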;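 note: 0% = DMSO-only wells with no growth and 100% = 10 µM 1-NA-PP1 full growth; inhibition rescues growth on 5-FOA so higher OD means more RAM inhibition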
# SRC2 TRFRET art = flags TR-FRET format artefacts in PPARgamma SRC-2 recruitment agonist screen. TR-FRET artefact counter-screen; stronger effect = higher value. TR-FRET ratio at 8 µM. 0.4% of 200,000 active; in the data active = TR-FRET ratio above about 2000; note: inactives centre near 1500
# PPARg SRC-3 ag = promotes SRC-3 coactivator recruitment by human PPARgamma; P37231; AID 731; biochemical PPARgamma/SRC-3 coactivator recruitment assay; activation, % at 8 µM; 0.26% of 200,000 active; in the data active = activation above about 23%;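 note: 0% = DMSO and 100% = reference agonist; some compounds past the cut are filed as inactive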
# * marks the source's active call; other numbers are inactive results; . = no result given. Random draw from the library, and some 13% of all compounds hit somewhere here.
(1) CC1=CC(=C(C#N)C#N)C=C(C)N1CCN1CCNCC1
(2) Clc1cccc(Cl)c1Cn1cnc2c(NCc3ccco3)ncnc21
(3) COc1ccc(NC(=O)NCc2cccn2C)c(OC)c1
(4) CC(O)CNc1ccc([N+](=O)[O-])cc1S(=O)(=O)N1CCOCC1 (stereo not drawn)
(5) c1csc(CNCCCN2CCOCC2)c1
(6) On1c2c(c3c4nonc4ccc31)CCCC2
(7) CC(=O)c1ccc(O)c(CSc2nncn2C)c1
(8) CC(C)(C)C(O)CN1CCCC1 (stereo not drawn)
entry no.	1	2	3	4	5	6	7	8
HMGR II inh	-2	-1	-1	4	0	6	-1	-4
Redox H2O2 prof	-0.8	-1.6	3.6	-0.9	1.3	-0.7	0.6	-0.5
PPARg SRC1 recr	-1	3	0	8	3	3	-1	2
Lmaj promast	5	-6	-2	-11	-6	-7	-4	0
ROMK mod	0.085	0.49	.	0.45	.	-2.7	0.64	.
S1P3 antagonist	-7	.	-21	-12	.	.	3	-17
bIAP inh	5	4	2	6	5	-4	-18	8
PPARg SRC-2 ag	3	-5	12	8	1	6	-4	0
RAM inhibit	0.0	3.3	2.5	1.4	2.6	-1.3	0.3	1.7
SRC2 TRFRET art	1601	1457	1505	1542	1473	1531	1526	1487
PPARg SRC-3 ag	-1	6	1	0	8	11	3	7

(9) CCCC(=O)Nc1nc2c(c(=O)[nH]1)CCCC2
(10) CN(C(=O)c1cc(-n2cnnc2)ccc1Cl)c1ccccc1
(11) CC1CN(S(=O)(=O)c2ccc(-c3nc4ccccc4s3)cc2)CC(C)O1 (stereo not drawn)
(12) Cc1ccc(SCc2cc(=O)[nH]c(N3CCN(C)CC3)n2)cc1
(13) O=C(/C=C/c1ccc2ccccc2c1)c1ccoc1
(14) Cc1nc(C(=O)N(C)C)nn1-c1ccc([N+](=O)[O-])cc1
(15) Fc1ccc(/C=N/NC(=S)Nc2cccnc2)cc1F
(16) Clc1ccc(N/N=C/c2ccncc2)cc1Cl
entry no.	9	10	11	12	13	14	15	16
HMGR II inh	-4	-3	-10	-2	0	-3	-3	-2
Redox H2O2 prof	-3.1	-0.7	-1.2	0.5	3.2	-0.7	0.3	0.6
PPARg SRC1 recr	4	7	14	0	-3	-3	-5	4
Lmaj promast	-3	38	-4	-2	35	-3	7	18
ROMK mod	.	.	0.61	-0.31	.	0.11	-0.38	.
S1P3 antagonist	.	-20	.	.	.	-10	-7	3
bIAP inh	11	22	1	16	-7	-8	4	2
PPARg SRC-2 ag	0	4	9	-5	-6	7	1	0
RAM inhibit	1.5	-0.6	5.5	1.8	3.7	1.3	-0.4	-0.2
SRC2 TRFRET art	1636	1765	1684	1510	1515	1543	1544	1550
PPARg SRC-3 ag	13	3	1	1	-3	3	1	1

(17) O=C(N/N=C/C=C/c1ccccc1)c1ccc(Br)cc1
(18) CCOC(=O)c1cccc(Nc2ncnc3ccccc23)c1
(19) COc1nc(Oc2ccc(/C=N/O)cc2)nc(N(C)C)n1
(20) CCOc1cc(/C=C(\C#N)C(=O)NCC2CCCO2)ccc1OCC(N)=O (stereo not drawn)
(21) CC1Nc2ccccc2C(=O)N1NS(=O)(=O)c1ccccc1 (stereo not drawn)
(22) CCOC(=O)c1ccc(N2NC(=O)/C(=C/c3ccc(OC(=O)c4ccco4)c(OC)c3)C2=O)cc1
(23) Cc1ccc(N(CC(=O)Nc2ccc3c(c2)OCCO3)S(C)(=O)=O)cc1
(24) Clc1ccc(Cn2cccn2)cn1
entry no.	17	18	19	20	21	22	23	24
HMGR II inh	-8	5	-4	-3	-2	-5	4	-4
Redox H2O2 prof	0.1	1.2	1.4	-1.0	-0.5	0.4	0.5	-0.4
PPARg SRC1 recr	-8	-11	0	7	0	9	-6	-2
Lmaj promast	8	47	0	3	42	61*	-1	-4
ROMK mod	-0.51	.	.	0.47	0.0069	-2.6	0.19	0.063
S1P3 antagonist	.	.	.	-7	-4	-2	-10	-3
bIAP inh	.	12	1	-3	20	11	-8	4
PPARg SRC-2 ag	-3	8	2	12	3	-2	3	3
RAM inhibit	1.5	-0.2	-0.1	1.5	1.7	2.2	0.1	0.8
SRC2 TRFRET art	1282	1515	1623	1465	1424	1561	1361	1516
PPARg SRC-3 ag	-7	-9	4	4	0	0	0	0

(25) CC(=O)Nc1cc(Br)ccc1O
(26) Brc1ccc(C2=Nn3c(nnc3-c3n[nH]c4c3CCC4)SC2)cc1
(27) O=C(NCCN1CCN(c2cccc(Cl)c2)CC1)C1CCCN(S(=O)(=O)c2cnc[nH]2)C1 (stereo not drawn)
(28) CCCn1c(SCc2nc3sc(C)c(C)c3c(=O)[nH]2)nc2ccccc2c1=O
(29) CC(C)(C)c1cn(-c2ccccc2)c(=S)[nH]1
(30) CC(=O)c1cccc(NC(=O)c2ccc(S(=O)(=O)N3CCCCC3)cc2)c1
(31) COc1ccc(CN(C)C(=S)Nc2ccc(Cl)cc2Cl)cc1
(32) CCOC(=O)N1CCC(N2CCN(Cc3ccccc3)C(CCO)C2)CC1 (stereo not drawn)
entry no.	25	26	27	28	29	30	31	32
HMGR II inh	-3	2	1	-3	-8	0	-1	4
Redox H2O2 prof	-0.5	2.4	-1.1	-0.2	0.4	0.4	-0.1	-0.9
PPARg SRC1 recr	3	16	3	2	6	-1	1	7
Lmaj promast	-2	59*	-4	15	-4	7	5	50*
ROMK mod	0.1	.	.	0.046	.	0.0056	0.37	0.24
S1P3 antagonist	-7	-22	6	.	-9	-2	-10	9
bIAP inh	6	16	2	2	-7	6	40	-16
PPARg SRC-2 ag	2	-2	0	-1	2	6	1	-1
RAM inhibit	0.1	2.7	0.2	1.1	1.2	1.2	0.4	2.5
SRC2 TRFRET art	1242	1675	1822	1494	1594	1482	1581	1580
PPARg SRC-3 ag	-2	12	9	-2	17	12	3	0

# Just HMGR II inh, for four of the compounds above:
nr	Structure	HMGR II inh
30	CC(=O)c1cccc(NC(=O)c2ccc(S(=O)(=O)N3CCCCC3)cc2)c1	0
27	O=C(NCCN1CCN(c2cccc(Cl)c2)CC1)C1CCCN(S(=O)(=O)c2cnc[nH]2)C1 (stereo not drawn)	1
32	CCOC(=O)N1CCC(N2CCN(Cc3ccccc3)C(CCO)C2)CC1 (stereo not drawn)	4
29	CC(C)(C)c1cn(-c2ccccc2)c(=S)[nH]1	-8

# Continuation:
(33) Cc1ccc(NC(=O)C2C3CCCC2C3c2ccccc2)cc1C (stereo not drawn)
(34) O=C(CCN1CCN(c2ccccc2)CC1)Nc1ccccc1F
(35) O=C(CCN1C(=O)C2C3CCC(C3)C2C1=O)OCC(=O)c1cccc([N+](=O)[O-])c1 (stereo not drawn)
(36) Cc1ccc(C)c(NS(=O)(=O)c2ccc(NC(=O)CSc3ccc(Cl)cc3)cc2)c1
(37) COc1ccc(N=C2SC(C(=O)Nc3ccc4c(c3)OCO4)CC(=O)N2C)cc1 (stereo not drawn)
(38) COc1ccc(-c2noc(-c3cc(C)cc(C)c3)n2)cc1OC
(39) O=C(COC(=O)c1ccccn1)c1ccc(Br)cc1
(40) COc1ccc(NC(=O)COC(=O)c2ccc(S(=O)(=O)N(C)c3ccccc3OC)cc2)c(OC)c1
entry no.	33	34	35	36	37	38	39	40
HMGR II inh	-4	1	2	-3	-1	-3	-1	-5
Redox H2O2 prof	-9.6	0.9	-0.1	-0.6	1.4	-0.8	-3.1	-0.5
PPARg SRC1 recr	-4	3	3	4	8	-1	6	-1
Lmaj promast	-2	-6	16	50	20	-3	-12	99*
ROMK mod	.	.	-0.35	.	-0.45	.	.	-0.11
S1P3 antagonist	.	11	-17	5	-10	1	-24	7
bIAP inh	11	6	-35	1	0	10	-1	-8
PPARg SRC-2 ag	2	6	0	-12	7	-9	6	-5
RAM inhibit	4.6	1.9	0.7	3.7	2.5	3.3	0.6	0.4
SRC2 TRFRET art	1404	1393	1739	1530	1770	1421	1574	1567
PPARg SRC-3 ag	1	6	1	0	5	-1	-4	-1

(41) O=C(Nc1ccc(F)cc1)C(c1ccccc1)N1CCN(S(=O)(=O)c2ccc3ccccc3c2)CC1 (stereo not drawn)
(42) N=c1ncn(Cc2ccccc2)c2nc(SCCOc3ccccc3)[nH]c12
(43) Cc1sc(NC(=O)CN(CCc2ccccc2)C(=O)C2CC2)c(C(N)=O)c1C
(44) Cc1ccc(/C=C2\SC(=S)N(CCC(=O)NNS(=O)(=O)c3ccc(C)cc3)C2=O)cc1
(45) CCOc1ccc(OCC(=O)c2c(O)c3ccccc3oc2=O)cc1
(46) CC(C)N1C(=O)CCC1C(=O)N1CCCc2ccccc21 (stereo not drawn)
(47) CCn1c2ccccc2c2cc(NC(=O)COC(=O)c3cc(S(N)(=O)=O)c(Cl)cc3Cl)ccc21
(48) COCCn1c(-c2ccccc2)nc(=S)c2c1CC(C)(C)OC2
entry no.	41	42	43	44	45	46	47	48
HMGR II inh	-4	-1	-7	-2	0	-4	1	-6
Redox H2O2 prof	0.8	1.3	-1.6	-0.1	-0.1	-0.1	0.7	-2.2
PPARg SRC1 recr	3	1	7	-7	-6	6	4	0
Lmaj promast	24	3	-6	2	-8	-2	-2	-1
ROMK mod	.	.	-1.1	-1.3	1.1	0.35	.	.
S1P3 antagonist	5	1	-12	11	1	14	-10	-42
bIAP inh	2	10	-1	10	2	3	0	7
PPARg SRC-2 ag	0	1	17	0	0	-8	3	2
RAM inhibit	0.1	5.6	4.2	1.7	-0.1	-0.6	5.0	0.7
SRC2 TRFRET art	1659	1685	1629	1510	1296	1610	1759	1802
PPARg SRC-3 ag	1	2	5	-4	11	-7	6	6

(49) O=C(c1ccco1)N1CCN(Cc2nc3cc(Cl)ccc3c(=O)[nH]2)CC1
(50) CN=C(NC#N)NCCSCc1nc[nH]c1C
(51) CC(Oc1ccc2oc(-c3ccccc3)c(C(=O)O)c2c1)C(=O)O (stereo not drawn)
(52) C[n+]1cc(-c2ccccc2)n2c1CCCCC2
entry no.	49	50	51	52
HMGR II inh	1	-3	-3	0
Redox H2O2 prof	-0.2	0.1	2.0	0.4
PPARg SRC1 recr	0	9	-1	9
Lmaj promast	-3	-7	-11	-4
ROMK mod	.	.	.	.
S1P3 antagonist	-1	4	16	.
bIAP inh	6	14	11	7
PPARg SRC-2 ag	12	7	17	4
RAM inhibit	-0.4	1.0	0.5	2.5
SRC2 TRFRET art	1583	1537	1625	1585
PPARg SRC-3 ag	1	3	14	9

# Ordered by molar mass (rising): part of the list above.
(52) C[n+]1cc(-c2ccccc2)n2c1CCCCC2
(51) CC(Oc1ccc2oc(-c3ccccc3)c(C(=O)O)c2c1)C(=O)O (stereo not drawn)
(47) CCn1c2ccccc2c2cc(NC(=O)COC(=O)c3cc(S(N)(=O)=O)c(Cl)cc3Cl)ccc21
entry no.	52	51	47
HMGR II inh	0	-3	1
Redox H2O2 prof	0.4	2.0	0.7
PPARg SRC1 recr	9	-1	4
Lmaj promast	-4	-11	-2
ROMK mod	.	.	.
S1P3 antagonist	.	16	-10
bIAP inh	7	11	0
PPARg SRC-2 ag	4	17	3
RAM inhibit	2.5	0.5	5.0
SRC2 TRFRET art	1585	1625	1759
PPARg SRC-3 ag	9	14	6
